PolyA inhibitor: polyadenylation inhibitors in yeast reporter cells, primary screen, luminescence, S. cerevisiae | hit rate 0.02% among 300,000 | AID 1875, 2009 | S. cerevisiae SKY197-pL101 polyadenylation reporter, beta-gal luminescence; efflux-impaired pdr1/pdr3 knockout yeast; score 100 = 6 SD above DMSO | calls only at 12 µM;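 active means lowest replicate activity score at least 50, where 100 means six control SD above control mean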;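 further: yeast exposed to compound for 9 h at 30 °C; higher score means more reporter readthrough which indicates perturbed polyadenylation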
HSF1 inh: HSF1 inhibitors in luciferase reporter cells, primary screen, cell-based, NIH3T3, luminescence | activity change, negative = inhibition, % at 7.5 µM (by protocol) | AID 2098, 2009 | hit rate 0.77% among 300,000 | NIH3T3-HGL HSE-luciferase, MG132-induced, luminescence 8 h; hits give low values;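 active means more than half of replicate wells show activity change below -50%, luminescence cut by over half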;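 further: luciferase reports HSF-1 transcriptional activity via heat shock element; 0% = median of DMSO wells and -100% = zero luminescence signal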
AI-2 QS mod: Vibrio harveyi AI-2 quorum sensing modulators, primary screen, JMH597 strain, luminescence/OD600 ratio; Vibrio harveyi JMH597 AI-2 luminescence/OD600 ratio, 9 h; hits give low values; strain lacks LuxN and CqsS sensors; 0 = neutral-control median; activity change, % at 7.5 µM; hit rate 0.4% among 300,000; in the data active means activity change below about -75%, passing the limit was not always enough;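 further: luminescence divided by OD600 gain over 9 h not by final OD600 alone; inactives centre near 13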
HSF-1 act: HSF-1 activators, primary screen, NIH3T3-HGL cells, MG132 stress, luminescence, single point | activation, % at 9 µM | hit rate 1.7% among 300,000 | NIH3T3-HGL HSF-1 luciferase reporter, 8 h; 100% = twice DMSO control signal;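 active means mean replicate activation of at least 50% with a set share of replicates each reaching 50%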;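 further: 0% = median of the neutral control wells and 100% = twice that signal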
GSK3beta inhib: human GSK3beta kinase inhibitors, primary screen, biochemical, cell-free homogeneous, HTS. Glycogen synthase kinase-3 beta (Homo sapiens), P49841. GST-GSK3beta kinase, ADP-Glo luminescence, 60 min; hits give low values. activity score (negative = inhibition), % at 10 µM. hit rate 0.038% among 300,000;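 active means more than half of replicate wells score below -50%, meaning over 50% inhibition versus plate controls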;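 further: 0% = median DMSO wells and -100% = median GW8510 positive control wells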
Target sequence (P49841 whole entry, looked up): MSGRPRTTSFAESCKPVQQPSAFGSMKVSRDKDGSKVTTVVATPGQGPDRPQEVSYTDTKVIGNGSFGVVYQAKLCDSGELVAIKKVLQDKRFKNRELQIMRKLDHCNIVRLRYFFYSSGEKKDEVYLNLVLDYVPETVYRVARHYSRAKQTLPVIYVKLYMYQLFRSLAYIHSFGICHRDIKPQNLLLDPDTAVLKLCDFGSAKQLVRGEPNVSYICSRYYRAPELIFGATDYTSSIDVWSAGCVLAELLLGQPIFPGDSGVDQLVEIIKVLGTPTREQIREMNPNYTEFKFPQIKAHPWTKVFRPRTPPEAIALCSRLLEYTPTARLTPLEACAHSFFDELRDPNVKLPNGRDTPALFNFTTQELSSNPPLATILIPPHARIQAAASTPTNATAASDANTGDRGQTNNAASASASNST
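Test system – GST-tagged human GSK3beta kinase, cell-free · Incubation – 60 min enzyme reaction, room temperature · Signal – ADP-Glo luminescence · Also added – peptide substrate and ATP at 25 µM · Controls – DMSO neutral wells and GW8510 at 20 µM as positive · Buffer or medium – Tris/MgCl2 kinase buffer · Measure – Luminescence-derived activity versus plate DMSO and GW8510 wells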
aSyn 5UTR inh: MLPCN primary screen, SNCA 5' untranslated region. alpha-synuclein 5'UTR reporter, inhibitor activity. inhibition, % (tested at 7.5 µM). hit rate 0.82% among 300,000. AID 1813, 2009; in the data active means inhibition above about 60%;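 further: H4 neuroglioblastoma cells stably carrying SNCA 5'UTR luciferase fusion; 0% = DMSO wells and 100% = positive control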
GSK3 alpha inh: blockers of GSK3A enzyme activity – biochemical, luminescence, cell-free homogeneous, HTS, primary screen | AID 2650, 2010 | Glycogen synthase kinase-3 alpha (Homo sapiens), P49840 | hit rate 0.1% among 320,000 | inhibition, % at 10 µM | GSK-3 alpha kinase, ADP-Glo luminescence, 60 min;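 in the data active means inhibition above about 50%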;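 further: GST-tagged GSK-3 alpha with peptide substrate and 25 µM ATP; 0% = DMSO neutral wells and 100% = GW8510 positive control wells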
Target sequence (P49840 whole entry, looked up): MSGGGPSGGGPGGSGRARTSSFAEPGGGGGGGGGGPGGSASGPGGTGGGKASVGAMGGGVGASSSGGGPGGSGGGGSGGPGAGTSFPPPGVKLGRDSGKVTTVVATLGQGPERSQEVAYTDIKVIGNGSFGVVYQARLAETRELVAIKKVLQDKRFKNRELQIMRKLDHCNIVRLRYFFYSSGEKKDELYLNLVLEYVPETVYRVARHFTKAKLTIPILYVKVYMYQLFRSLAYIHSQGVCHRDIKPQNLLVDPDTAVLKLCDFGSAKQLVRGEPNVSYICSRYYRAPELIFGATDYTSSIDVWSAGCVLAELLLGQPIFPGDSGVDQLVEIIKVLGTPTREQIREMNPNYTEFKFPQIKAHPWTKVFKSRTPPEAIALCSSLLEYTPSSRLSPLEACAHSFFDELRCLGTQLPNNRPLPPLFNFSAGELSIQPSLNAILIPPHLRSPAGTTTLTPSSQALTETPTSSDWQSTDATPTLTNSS
IEC-6 cytotox: cytotoxicity in IEC-6 intestinal epithelial cells, primary screen, cytotoxicity control for KLF5 inhibitor project, cell-based, luminescence; AID 1825, 2009; hit rate 0.78% among 290,000; inhibition, % at 5 µM; IEC-6 cytotoxicity, luminescence viability; in the data active means inhibition above about 22%;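 further: 0% = plate median of test compound wells and 100% = cytotoxic reference compound wells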
KLF5 inhibitor: KLF5 expression inhibitors, primary screen, DLD-1 cells, luminescence | DLD-1 KLF5 promoter-luciferase reporter | inhibition, % at 5 µM | hit rate 0.23% among 290,000;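 active means inhibition above a per-plate limit of that plate's mean compound inhibition plus 3 SD, cut at about 60% in these data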;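 further: 0% = DMSO wells and 100% = LY294002 at 200 µM; higher means less KLF5 promoter-driven luciferase light; inactives centre near -14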
HSP90 inh: HSP90 inhibitors, primary screen, cell lysate, luminescence | Heat shock protein HSP 90 (rabbit reticulocyte lysate; luciferase refolding) | Rabbit reticulocyte lysate, luciferase refolding luminescence, 3 h | inhibition, % at 5.6 µM | hit rate 0.91% among 290,000 | AID 1789, 2009;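 active means inhibition above the screen-wide mean plus 3 SD, computed separately per campaign, cut at about 16% in these data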;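 further: 0% = DMSO wells and 100% = 60 µM geldanamycin wells; inhibitors lower the luminescence because luciferase stays unfolded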
The depositor's hits bear a star. These rows are one share of the data; the hit share may differ from the screen's.

How did O/N=C1/CCCCc2sccc21 do in these assays?
PolyA inhibitor: inactive; HSF1 inh: -1; AI-2 QS mod: 12; HSF-1 act: 1; GSK3beta inhib: 1; aSyn 5UTR inh: 3; GSK3 alpha inh: 1; IEC-6 cytotox: 9; KLF5 inhibitor: 20; HSP90 inh: 0

How did Cc1cc(Br)c(OCc2ccc(C(=O)N/N=C3\CC(=O)CC(C)(C)C3)cc2)c(Br)c1 do in these assays?
PolyA inhibitor: inactive; HSF1 inh: 1; AI-2 QS mod: 16; HSF-1 act: 9; GSK3beta inhib: 0; aSyn 5UTR inh: 17; GSK3 alpha inh: -2; IEC-6 cytotox: -2; KLF5 inhibitor: 25; HSP90 inh: -2

Results for O=C(C1CCCN1S(=O)(=O)c1cccc2nsnc12)N1CCCCCC1 (stereo unspecified) ?
PolyA inhibitor: inactive; HSF1 inh: 5; AI-2 QS mod: 32; HSF-1 act: 0; GSK3beta inhib: -7; aSyn 5UTR inh: 6; GSK3 alpha inh: 6; IEC-6 cytotox: -1; KLF5 inhibitor: 25; HSP90 inh: -2

Results for O=C1Cc2ccccc2C(=O)N1Cc1cccc(Cl)c1 ?
PolyA inhibitor: inactive; HSF1 inh: -5; AI-2 QS mod: 8; HSF-1 act: 4; GSK3beta inhib: -3; aSyn 5UTR inh: -7; GSK3 alpha inh: 2; IEC-6 cytotox: 4; KLF5 inhibitor: -27; HSP90 inh: 16*

Results for C/C(=N/NC(=O)CC1N=C(Cc2ccccc2)NNC1=O)c1cccnc1 (stereo unspecified) ?
PolyA inhibitor: inactive; HSF1 inh: -10; AI-2 QS mod: 5; HSF-1 act: -14; GSK3beta inhib: -4; aSyn 5UTR inh: -6; GSK3 alpha inh: 2; IEC-6 cytotox: -3; KLF5 inhibitor: -33; HSP90 inh: -4

How did CCOc1ccc2oc(C(=O)NC3CC(C)(C)NC(C)(C)C3)c(C)c2c1 do in these assays?
PolyA inhibitor: inactive; HSF1 inh: 1; AI-2 QS mod: 25; HSF-1 act: 11; GSK3beta inhib: 2; aSyn 5UTR inh: 14; GSK3 alpha inh: 1; IEC-6 cytotox: 7; KLF5 inhibitor: -9; HSP90 inh: 2

How did COc1ccc(C2=NOC3(CC(=O)N(c4ccc(F)cc4)C3=O)C2)cc1 (stereo unspecified) do in these assays?
PolyA inhibitor: inactive; HSF1 inh: 0; AI-2 QS mod: 38; HSF-1 act: 5; GSK3beta inhib: -6; aSyn 5UTR inh: -10; GSK3 alpha inh: -1; IEC-6 cytotox: -7; KLF5 inhibitor: 1; HSP90 inh: 3

How did N#C/C(=C\c1coc2ccccc2c1=O)C(N)=S do in these assays?
PolyA inhibitor: inactive; HSF1 inh: 11; AI-2 QS mod: 6; HSF-1 act: 32; GSK3beta inhib: 0; aSyn 5UTR inh: -26; GSK3 alpha inh: -5; IEC-6 cytotox: -7; KLF5 inhibitor: -4; HSP90 inh: -1

Results for O=C1c2ccccc2-c2c1cccc2C(=O)N1CCCCCC1 ?
PolyA inhibitor: inactive; HSF1 inh: -6; AI-2 QS mod: 8; HSF-1 act: 9; GSK3beta inhib: 0; aSyn 5UTR inh: -11; GSK3 alpha inh: 0; IEC-6 cytotox: 7; KLF5 inhibitor: -6; HSP90 inh: 1

What do the screens show for `CCC1CCCCN1C(=O)c1cc(COc2ccc3ncccc3c2)on1` (stereo unspecified)?
PolyA inhibitor: inactive; HSF1 inh: -4; AI-2 QS mod: 42; HSF-1 act: -15; GSK3beta inhib: 0; aSyn 5UTR inh: -14; GSK3 alpha inh: -6; IEC-6 cytotox: 23*; KLF5 inhibitor: 0; HSP90 inh: 0

How did Cc1ccc(Cl)cc1NC(=O)c1ccc(NC(=O)CCC(=O)O)cc1 do in these assays?
PolyA inhibitor: inactive; HSF1 inh: -6; AI-2 QS mod: 11; HSF-1 act: -17; GSK3beta inhib: 2; aSyn 5UTR inh: -8; GSK3 alpha inh: -1; IEC-6 cytotox: 0; KLF5 inhibitor: -3; HSP90 inh: 1

How did CCOC(=O)c1sc(NC(=O)c2cccnc2)c(C#N)c1C do in these assays?
PolyA inhibitor: inactive; HSF1 inh: -3; AI-2 QS mod: -1; HSF-1 act: 5; GSK3beta inhib: -2; aSyn 5UTR inh: -48; IEC-6 cytotox: 2; KLF5 inhibitor: -15; HSP90 inh: 3

What do the screens show for `CCOC(=O)c1sc2nc3c(cc2c1N)COC(C(C)C)C3` (stereo unspecified)?
PolyA inhibitor: inactive; HSF1 inh: -60*; AI-2 QS mod: 26; HSF-1 act: -69; GSK3beta inhib: -21; aSyn 5UTR inh: 1; GSK3 alpha inh: 2; IEC-6 cytotox: 2; KLF5 inhibitor: 21; HSP90 inh: 25*

Results for Cc1ccc(N(CC(=O)NC(C)(C)C)C(=O)CNC(=O)c2cccs2)c(C)c1 ?
PolyA inhibitor: inactive; HSF1 inh: 0; AI-2 QS mod: 10; HSF-1 act: 27; GSK3beta inhib: -2; aSyn 5UTR inh: 12; GSK3 alpha inh: -2; IEC-6 cytotox: -3; KLF5 inhibitor: -16; HSP90 inh: 2

What do the screens show for `O=C(NCCCn1ccnc1)c1ccc(S(=O)(=O)Nc2ccccc2)cc1`?
PolyA inhibitor: inactive; HSF1 inh: -6; AI-2 QS mod: 7; HSF-1 act: -8; GSK3beta inhib: 4; aSyn 5UTR inh: 5; GSK3 alpha inh: -1; IEC-6 cytotox: -7; KLF5 inhibitor: -6; HSP90 inh: -3

Results for CC1Cc2nc(SCC(N)=O)n(Cc3ccccc3)c(=O)c2S1 (stereo unspecified) ?
PolyA inhibitor: inactive; HSF1 inh: -3; AI-2 QS mod: 17; HSF-1 act: 18; GSK3beta inhib: 0; aSyn 5UTR inh: 12; GSK3 alpha inh: -3

How did Cc1cccc(NC(=O)c2cc(-c3cc(C)c(C)cc3O)n[nH]2)c1 do in these assays?
PolyA inhibitor: inactive; HSF1 inh: -1; AI-2 QS mod: 7; HSF-1 act: -10; GSK3beta inhib: -3; aSyn 5UTR inh: -234; GSK3 alpha inh: 0; IEC-6 cytotox: 0; KLF5 inhibitor: -159; HSP90 inh: 2

Results for CC1CCCCC1NC(=O)Cn1nnc(-c2ccc(Cl)cc2)n1 (stereo unspecified) ?
PolyA inhibitor: inactive; HSF1 inh: -2; AI-2 QS mod: 33; HSF-1 act: -1; GSK3beta inhib: -1; aSyn 5UTR inh: 7; GSK3 alpha inh: 0; IEC-6 cytotox: -4; KLF5 inhibitor: 3; HSP90 inh: -1

How did C=CCn1c(SCC(=O)Nc2sccc2C(N)=O)nc2sc(C)c(C)c2c1=O do in these assays?
PolyA inhibitor: inactive; HSF1 inh: 22; AI-2 QS mod: 17; HSF-1 act: 31; GSK3beta inhib: 0; aSyn 5UTR inh: 30; GSK3 alpha inh: 3; IEC-6 cytotox: -8; KLF5 inhibitor: -5; HSP90 inh: 1

What do the screens show for `COc1ccccc1N1CCN(C(=O)CCSCc2ccccc2F)CC1`?
PolyA inhibitor: inactive; HSF1 inh: 9; AI-2 QS mod: 18; HSF-1 act: 0; GSK3beta inhib: 2; aSyn 5UTR inh: -16; GSK3 alpha inh: -5; IEC-6 cytotox: 2; KLF5 inhibitor: -27; HSP90 inh: 1

How did Cc1nc2oc3c(NCC4CCCO4)ncnc3c2c2c1COC(C)(C)C2 (stereo unspecified) do in these assays?
PolyA inhibitor: inactive; HSF1 inh: -12; AI-2 QS mod: 2; HSF-1 act: -27; GSK3beta inhib: -1; aSyn 5UTR inh: 0; GSK3 alpha inh: -3; IEC-6 cytotox: -2; KLF5 inhibitor: 8; HSP90 inh: 0

How did O=C(CSc1nnc2c(n1)[nH]c1ccc(F)cc12)OCc1ccccc1 do in these assays?
PolyA inhibitor: inactive; HSF1 inh: -6; AI-2 QS mod: -5; HSF-1 act: 8; GSK3beta inhib: -3; aSyn 5UTR inh: 13; GSK3 alpha inh: -1; IEC-6 cytotox: 1; KLF5 inhibitor: -18; HSP90 inh: 0

How did O=C(Cc1nnc(NC(=O)Nc2ccccc2F)s1)NCc1ccccc1 do in these assays?
PolyA inhibitor: inactive; HSF1 inh: 0; AI-2 QS mod: 0; HSF-1 act: -2; GSK3beta inhib: -2; aSyn 5UTR inh: 20; GSK3 alpha inh: 7; IEC-6 cytotox: -1; KLF5 inhibitor: -11; HSP90 inh: -7

What do the screens show for `CC(=O)NCCn1c(SCc2ccccc2F)nc2ccccc2c1=O`?
PolyA inhibitor: inactive; HSF1 inh: -14; AI-2 QS mod: -4; HSF-1 act: -9; GSK3beta inhib: -22; aSyn 5UTR inh: 22; GSK3 alpha inh: 0; IEC-6 cytotox: -3; KLF5 inhibitor: 0; HSP90 inh: -1

How did Cc1cc(C)c2cc(C#N)c(SCC(=O)Nc3cc(C)on3)nc2c1 do in these assays?
PolyA inhibitor: inactive; HSF1 inh: -1; AI-2 QS mod: 7; HSF-1 act: -1; GSK3beta inhib: 0; aSyn 5UTR inh: 1; GSK3 alpha inh: 0; IEC-6 cytotox: 8; KLF5 inhibitor: -4; HSP90 inh: 3

Results for COC(=O)c1ccc(C(=O)Nc2ccc(C(C)C)cc2N)cc1 ?
PolyA inhibitor: inactive; HSF1 inh: 0; AI-2 QS mod: 7; HSF-1 act: -19; GSK3beta inhib: 2; aSyn 5UTR inh: -52; GSK3 alpha inh: 2; IEC-6 cytotox: -4; KLF5 inhibitor: -47; HSP90 inh: -2

What do the screens show for `CCCN(CC(=O)Nc1ccc(F)c(F)c1F)C(=O)CCc1nc2ccccc2c(=O)[nH]1`?
PolyA inhibitor: inactive; HSF1 inh: -1; AI-2 QS mod: -1; HSF-1 act: -11; GSK3beta inhib: 3; aSyn 5UTR inh: 12; GSK3 alpha inh: 1

What do the screens show for `O=C1CC(=O)NC(SCC(=O)Nc2ccccc2[N+](=O)[O-])=N1`?
PolyA inhibitor: inactive; HSF1 inh: 9; AI-2 QS mod: 19; HSF-1 act: 40; GSK3beta inhib: -4; aSyn 5UTR inh: 2; GSK3 alpha inh: -1; IEC-6 cytotox: -14; KLF5 inhibitor: -12; HSP90 inh: -2

Assay outcomes: PubChem BioAssay, several laboratories
